Screening results: PubChem, Sanford-Burnham Center for Chemical Genomics
UBC13 inh – blocks human UBC13 polyubiquitin chain formation | P61088 | TR-FRET | inhibition, % at 20 µM | actives 0.47% (n = 330,000) | AID 485273; in the data active = inhibition above about 45%, passing the limit was not always enough
Target sequence (P61088 whole entry, looked up): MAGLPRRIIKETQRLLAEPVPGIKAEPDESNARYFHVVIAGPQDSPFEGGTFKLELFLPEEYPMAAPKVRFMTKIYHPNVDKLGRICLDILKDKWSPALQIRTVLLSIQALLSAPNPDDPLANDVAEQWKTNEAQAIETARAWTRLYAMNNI
MIN6 prolif – inducers of beta-cell replication in MIN6 cells | MIN6 cells proliferation, ATPlite luminescence, 48 h; cells starved in 0.2% serum; 100% = growth in 10% serum | proliferation, % at 10 µM | actives 0.29% (n = 330,000);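 active = compounds whose signal lies at least 3.5 SD above the mean of all wells on their plate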;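 also: 0% = DMSO-treated cells in low-serum medium and 100% = 10% serum control; some compounds called inactive have numbers as strong as hits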
SENP8 block-1 – inhibitors of human SENP8 protease. recombinant SENP8, Nedd8 substrate fluorescence. inhibition, % at 20 µM. Q96LD8. AID 602440. actives 0.64% (n = 360,000); in the data active = inhibition mostly above about 40%, no sharp cut-off; inactive = mostly below about 27%
Target sequence (Q96LD8 whole entry, looked up): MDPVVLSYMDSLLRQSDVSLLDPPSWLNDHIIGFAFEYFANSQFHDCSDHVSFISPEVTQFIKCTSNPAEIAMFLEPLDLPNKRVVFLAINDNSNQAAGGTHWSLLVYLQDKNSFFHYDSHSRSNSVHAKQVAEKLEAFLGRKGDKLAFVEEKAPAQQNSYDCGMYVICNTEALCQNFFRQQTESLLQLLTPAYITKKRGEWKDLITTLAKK
SENP8 block-2 – inhibitors of human SENP8 protease; Q96LD8; inhibition, % at 10 µM; AID 2540; actives 1.2% (n = 330,000); purified SENP8, Z-RLRGG-aminoluciferin cleavage, luminescence; in the data active = inhibition above about 50%
SENP7 inh – SENP7 protease inhibition | recombinant SENP7, Z-RLRGG-aminoluciferin luminescence, 40 min | actives 1.5% (n = 330,000) | inhibition, % at 5 µM | Q9BQF6;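 active = inhibition above about 50% at the single test dose, limit read from the data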;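 also: plate controls were DMSO with enzyme for no effect and no enzyme buffer wells for full effect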
PfG6PD inh – PfG6PD (Plasmodium falciparum) enzyme inhibition; PfGluPho enzyme, NADPH resazurin-diaphorase fluorescence; inhibition, % at 20 µM; actives 0.78% (n = 350,000); AID 504690;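 active = inhibition reaching at least a set limit at 20 µM in the primary screen, cut at about 59% in these data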;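 also: 0% = DMSO wells with substrate and 100% = DMSO wells lacking glucose-6-phosphate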
SENP6 block – SENP6 protease inhibition | Q9GZR1 | Recombinant SENP6 catalytic domain, aminoluciferin luminescence | inhibition, % at 10 µM | actives 1.8% (n = 330,000) | AID 2599;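 active = inhibition above about 50% at the single tested dose, limit read from the data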;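 also: plate controls were DMSO wells with enzyme for no effect and DMSO wells lacking enzyme for full effect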
HKDC1 inh – inhibitors of human hexokinase HKDC1 | inhibition, % at 20 µM | AID 493160 | actives 0.16% (n = 340,000) | recombinant HKDC1, G6PDH/diaphorase resazurin coupled fluorescence;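 active = inhibition above about 35% when tested at 20 µM, limit read from the data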;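 also: plate controls were DMSO wells with enzyme for no effect and DMSO wells lacking enzyme for full effect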
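Test system: HK5 enzyme. Quantity: 5 µg/mL HK5 final. Reagent: glucose and ATP substrates. Schedule: 90 min reaction incubation at room temperature, dark. Technique: resazurin-to-resorufin fluorescence via G6PDH and diaphorase coupling, 525/613 nm. Control set: DMSO wells with and without enzyme mix.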
SENP1 inh – blocks the human SENP1 SUMO protease catalytic domain; actives 0.21% (n = 360,000); recombinant SENP1 catalytic domain, CyPet-SUMO1-YPet FRET cleavage; inhibition, % at 10 µM; Q9P0U3;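 active = inhibition at least 30% at 10 µM, raw YFP signal under a set limit, fluorescence ratio 0.5 to 1.5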;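 also: 0% = enzyme with DMSO and 100% = no enzyme wells; some results filed as inactive read as strong as hits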
Target sequence (Q9P0U3 419-644 limits assumed): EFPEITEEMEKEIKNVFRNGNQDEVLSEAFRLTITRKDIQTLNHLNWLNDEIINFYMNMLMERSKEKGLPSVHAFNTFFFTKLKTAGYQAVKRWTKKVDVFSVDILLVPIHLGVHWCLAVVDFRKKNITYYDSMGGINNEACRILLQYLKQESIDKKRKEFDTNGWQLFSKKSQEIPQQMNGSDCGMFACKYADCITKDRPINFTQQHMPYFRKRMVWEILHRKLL
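Test system: human SENP1 catalytic domain; medium: Tris pH 8 buffer plus EDTA, NaCl, BME, BSA, NP40, catalase; incubation: 50 min reaction at room temperature; technique: FRET, CFP and YFP emission; controls: no-enzyme low control and enzyme-plus-DMSO high control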
Starred values were filed as active, the others as inactive; nt = not tested or not shown.

SMILES	UBC13 inh	MIN6 prolif	SENP8 block-1	SENP8 block-2	SENP7 inh	PfG6PD inh	SENP6 block	HKDC1 inh	SENP1 inh
COc1ccc(C(=O)N(c2ccccc2)C2C=CS(=O)(=O)C2)cc1 (stereo not given)	0	-1	3	-10	-17	14	-19	-10	1
COc1ccc(S(=O)(=O)CCC(=O)N2CCN(c3ccc(C(C)=O)cc3)CC2)cc1	-3	1	-156	2	1	-13	-5	3	0
Cc1cnc(NC(=O)C2(c3ccccc3)CC2)s1	nt	nt	6	nt	nt	-18	nt	13	1
CC1(C)OC(=O)N(CCc2ccccc2)C1(C)O (stereo not given)	6	2	22	1	-1	-13	-1	5	4
CCCCCCSC1=C(C#N)C(=O)NC2(CCCCC2)S1	-5	-1	40	59*	-1	-38	35	2	-1
CCCn1c2ccccc2c2cnn(CC(=O)NCCCN3CCCCC3)c(=O)c21	13	-1	-107	8	0	-11	-3	-4	0
COCCn1c(=O)[nH]c2cc(C(=O)Nc3cccc(C(C)=O)c3)ccc2c1=O	0	3	-3	5	-6	2	-24	-3	3
COc1ccc(OC(C)C(=O)NCC2CCCO2)cc1 (stereo not given)	0	-3	4	1	4	3	5	1	0
NC(=NCCc1ccccc1)NS(=O)(=O)c1cccs1	11	0	1	3	1	11	-4	-11	5
Cn1c(=O)c(C(=O)NCCO)c(O)c2ccccc21	12	-2	-25	-6	-2	5	-14	-1	2
CCOc1ccc(NC(=O)C(=O)N/N=C/c2cccnc2)cc1	16	5	16	-2	-6	-7	-13	6	4
C=C(C)c1cccc(C(C)(C)NC(=O)Nc2cc(C)ccc2OC)c1	-12	1	17	3	-2	-13	-9	-2	-1
Cc1nn(C)c(Cl)c1C(=O)NCC(=O)Nc1ccc(C(C)C)cc1	-8	-1	29	-11	-11	-13	-13	-4	0
O=C(N/N=C/c1ccco1)c1ccc(NC(=O)c2ccc(Cl)cc2)cc1	-2	-2	-18	4	10	3	5	-3	-1
Cc1onc(-c2c(F)cccc2Cl)c1C(=O)OCC(=O)c1c[nH]c2ccccc12	13	-4	-9	-3	1	10	-10	-2	1
CCOc1ccc(N=C2NC(=O)S/C2=C\c2ccc(Cl)cc2)cc1	-8	1	8	9	-1	-20	2	-5	8
Cc1noc(C)c1C(=O)OCC(=O)Nc1ncc(C(F)(F)F)cc1Cl	1	2	-11	1	3	16	-9	-1	-2
COC(=O)N1CCc2c(sc(NC(=O)C3COc4ccccc4O3)c2C(N)=O)C1 (stereo not given)	3	-1	-82	-4	4	57	-9	0	-4
COc1ccc(CCNC(=O)Cn2cccc2C(=O)c2ccccc2C)cc1OC	-2	-2	1	-7	-3	-13	-6	-30	0
Cc1ccccc1OCC(=O)NNC(=O)C1CCN(c2ncnc3sc(C)c(C)c23)CC1	10	-5	-3	8	-5	-13	-1	-5	1
Cc1ccc(C2=NS(=O)(=O)N(C)C(C(=O)NCc3ccc(F)cc3)=C2)cc1	-5	1	-64	5	5	11	-6	5	0
Cn1nc(C(=O)NNC(=O)c2cccc(Cl)c2)ccc1=O	5	-1	2	-4	9	6	14	-7	1
COc1cccc(OC)c1C(=O)Nc1ccccc1Sc1ccccc1	2	-3	8	8	7	0	-2	6	1
COC1CCCN(C(=O)c2cccc(OC3CCN(S(=O)(=O)N(C)C)CC3)c2)C1 (stereo not given)	-2	1	5	3	-1	-2	-17	-2	1
N=c1c2c3c(sc2ncn1CCN1CCOCC1)CCCC3	-4	-2	15	5	4	2	-3	-4	13
COc1ccc(-c2nn(-c3ccccc3)cc2/C=C/C(=O)NCCCn2ccnc2)cc1OC	18	-5	-404	0	6	2	-4	-6	3
CCN(C(=O)c1cc([N+](=O)[O-])ccc1NCc1cccnc1)c1ccccc1	-6	-3	22	10	0	-49	-17	3	1
COC(=O)C1(C(F)(F)F)N=C2Sc3ccccc3N2C(N2CCOCC2)=N1 (stereo not given)	0	6	6	7	1	7	-6	-2	2
O=C(Nc1ccc(Oc2ccccc2)cc1)c1cnc2n(c1=O)CCS2	7	-4	-53	-9	21	3	-17	4	1
CCC(C)c1ccc(NC(=O)C2=CC=CN3CCS(=O)(=O)N=C23)cc1 (stereo not given)	7	-3	3	-3	0	11	-7	-1	-1
COCCNC(=O)C1CC(c2ccc(C(F)(F)F)cc2)=NO1 (stereo not given)	-5	-1	10	-4	-2	-7	6	6	5
CCOc1ccc2nc(SCC(=O)Nc3ncccn3)[nH]c2c1	-3	-3	25	2	5	7	18	4	-1
O=C(NNc1cccc(Cl)n1)Nc1ccc(Cl)cc1	-13	-2	-2	-6	-10	33	11	-7	2
COc1ccc(C(=O)N2CCN(Cc3cc(OC)c(O)c(OC)c3)CC2)cc1OC	-9	-2	5	-10	-4	-7	-10	-1	2
CCCCN(C(=O)c1cccc(S(=O)(=O)N(CC)c2ccccc2)c1)c1c(N)n(CCCC)c(=O)[nH]c1=O	nt	nt	7	nt	nt	2	nt	-1	0
O=C(c1cccc(S(=O)(=O)N2CCCC2)c1)c1cccc(S(=O)(=O)N2CCCC2)c1	14	0	0	1	1	0	-3	2	1
O=C(NCc1ccc(F)cc1)c1cc2c(cc1Cl)N1CCCCCC1=NS2(=O)=O	-2	1	3	5	-4	-6	7	-7	1
CCC(=O)NC(c1ccco1)c1cc(Cl)c2cccnc2c1OC (stereo not given)	2	-1	-72	11	3	5	8	-6	-1
O=C(NCCN1CCOCC1)C1CCC(=O)N1C1CCCCC1 (stereo not given)	-3	-1	5	2	5	-4	-10	-12	0
O=C(N/N=C/c1ccc(OCc2cnc(Cl)s2)cc1)c1ccncc1	-4	-2	-12	-2	-6	-2	7	-7	-2
CCC(C)c1ccc(O)c(NC(=O)c2cncc(Br)c2)c1 (stereo not given)	-9	-4	-3	-11	-6	11	-4	-5	1
N#Cc1ccc(-c2ccc(OCC3CNC(=O)O3)cc2)cc1 (stereo not given)	6	-4	-97	-9	7	22	2	-2	-14
COc1ccc(CNC(=O)C2CCN(S(=O)(=O)c3cccc4nsnc34)CC2)cc1	-8	4	16	-10	11	-19	-3	-8	-2
COC(=O)c1ccc(CN(C)S(=O)(=O)c2ccc(C)cc2)o1	0	-3	15	-2	-4	0	-13	4	1
CC#CC[N+](C)(C)CCCCCC	-6	0	18	-6	-3	21	-20	-4	0
COc1ccccc1N1CCN(C(CNC(=O)C2CCCCC2)c2cccnc2)CC1 (stereo not given)	2	-3	0	11	-7	6	9	-8	2
CCOc1cc(/C=N/NC(=O)CCn2nnc3ccccc32)ccc1O	-15	1	22	-6	-4	-7	11	1	0
Cc1ccc(C(=O)NCC(=O)OCC(=O)Nc2ccc3[nH]c(=O)[nH]c3c2)cc1	-2	-1	8	-1	-5	4	-15	-4	4
Fc1ccc(CSc2ccc3nnc(-c4cccs4)n3n2)cc1	5	-1	-74	3	8	-4	20	-8	-7
O=C(CSc1nc(NS(=O)(=O)c2ccccc2)cc(=O)[nH]1)Nc1ccc(Cl)cc1	nt	nt	19	nt	nt	-20	nt	-3	-5
O=C(c1ccc(Cl)cc1)c1cnc(Nc2ccccc2)s1	-7	-3	-269	4	2	-1	9	-6	-48
CCOc1ccccc1-c1nc(-c2cc3ccc(C)cc3[nH]c2=O)no1	9	-1	-268	-11	-6	14	-3	-5	-14
Cc1ccc(Cl)c(NC(=O)COC(=O)c2ccccc2C(=O)c2ccc(Cl)c([N+](=O)[O-])c2)c1Cl	nt	nt	18	nt	nt	3	nt	-9	1
Cc1ccccc1S(=O)(=O)N1C[C@H]2CON(C)[C@H]2C[C@H]1c1cccc(N2CCOCC2)c1	nt	nt	8	nt	nt	13	nt	-4	2
COC(=O)c1cc(C(=O)OCC(=O)N2CCCCC2)cc([N+](=O)[O-])c1	13	-2	5	2	0	-3	2	-4	2
O=C(NC(=S)Nc1cccc(Cl)c1N1CCCCC1)c1cccs1	2	-6	19	3	9	17	3	3	-5

Entries shown so far containing an aryl methoxy group (11):
SMILES	UBC13 inh	MIN6 prolif	SENP8 block-1	SENP8 block-2	SENP7 inh	PfG6PD inh	SENP6 block	HKDC1 inh	SENP1 inh
COc1ccc(C(=O)N(c2ccccc2)C2C=CS(=O)(=O)C2)cc1 (stereo not given)	0	-1	3	-10	-17	14	-19	-10	1
COc1ccc(S(=O)(=O)CCC(=O)N2CCN(c3ccc(C(C)=O)cc3)CC2)cc1	-3	1	-156	2	1	-13	-5	3	0
COc1ccc(OC(C)C(=O)NCC2CCCO2)cc1 (stereo not given)	0	-3	4	1	4	3	5	1	0
C=C(C)c1cccc(C(C)(C)NC(=O)Nc2cc(C)ccc2OC)c1	-12	1	17	3	-2	-13	-9	-2	-1
COc1ccc(CCNC(=O)Cn2cccc2C(=O)c2ccccc2C)cc1OC	-2	-2	1	-7	-3	-13	-6	-30	0
COc1cccc(OC)c1C(=O)Nc1ccccc1Sc1ccccc1	2	-3	8	8	7	0	-2	6	1
COc1ccc(-c2nn(-c3ccccc3)cc2/C=C/C(=O)NCCCn2ccnc2)cc1OC	18	-5	-404	0	6	2	-4	-6	3
COc1ccc(C(=O)N2CCN(Cc3cc(OC)c(O)c(OC)c3)CC2)cc1OC	-9	-2	5	-10	-4	-7	-10	-1	2
CCC(=O)NC(c1ccco1)c1cc(Cl)c2cccnc2c1OC (stereo not given)	2	-1	-72	11	3	5	8	-6	-1
COc1ccc(CNC(=O)C2CCN(S(=O)(=O)c3cccc4nsnc34)CC2)cc1	-8	4	16	-10	11	-19	-3	-8	-2
COc1ccccc1N1CCN(C(CNC(=O)C2CCCCC2)c2cccnc2)CC1 (stereo not given)	2	-3	0	11	-7	6	9	-8	2
